Compound activity as filed in PubChem BioAssay.
LYPLA1 counter – counter-screen for PME1 inhibitors: inhibitors of human LYPLA1; inhibition, % at 5.9 µM; 0.16% of 320,000 active; recombinant LYPLA1, FP-Rh probe fluorescence polarization;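 active means inhibition above the mean of all tested compounds plus 3 SD, set per campaign, cut at about 14% in these data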;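 further: inhibitors block serine hydrolase probe labeling of LYPLA1 so polarization falls; 0% = enzyme with DMSO and 100% = wells lacking LYPLA1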
GSTO1 inh – blocks human GSTO1 in RBBP9 counter-screen; 1.1% of 300,000 active; P78417; recombinant GSTO1, activity-based probe fluorescence polarization; inhibition, % at 5.96 µM; AID 1974;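 active means inhibition above the campaign mean inhibition plus 3 SD, cut at about 35% in these data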;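 further: 0% = GSTO1-1 with DMSO and 100% = wells lacking GSTO1-1 enzyme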
LYPLA2 inh – blocks human lysophospholipase 2, a PME1 counter-screen; O95372; recombinant LYPLA2, FP-Rh probe fluorescence polarization; inhibition, % at 5.9 µM; 0.38% of 320,000 active; AID 2177;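 active means inhibition above the screen-wide mean plus 3 SD, limit set per campaign, cut at about 26% in these data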;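 further: 0% = LYPLA2 with DMSO and 100% = wells lacking LYPLA2 enzyme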
PAD4 FP inh – inhibitors of human PAD4. Q9UM07. recombinant PAD4, RCA probe fluorescence polarization. inhibition, % at 6.36 µM. 0.41% of 330,000 active. AID 485272;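 active means percent inhibition above a cutoff equal to the mean of all tested compounds plus 3 SD, cut at about 15% in these data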;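 further: 0% = PAD4 with RCA probe and DMSO and 100% = probe without PAD4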
Target sequence (Q9UM07 whole entry, looked up): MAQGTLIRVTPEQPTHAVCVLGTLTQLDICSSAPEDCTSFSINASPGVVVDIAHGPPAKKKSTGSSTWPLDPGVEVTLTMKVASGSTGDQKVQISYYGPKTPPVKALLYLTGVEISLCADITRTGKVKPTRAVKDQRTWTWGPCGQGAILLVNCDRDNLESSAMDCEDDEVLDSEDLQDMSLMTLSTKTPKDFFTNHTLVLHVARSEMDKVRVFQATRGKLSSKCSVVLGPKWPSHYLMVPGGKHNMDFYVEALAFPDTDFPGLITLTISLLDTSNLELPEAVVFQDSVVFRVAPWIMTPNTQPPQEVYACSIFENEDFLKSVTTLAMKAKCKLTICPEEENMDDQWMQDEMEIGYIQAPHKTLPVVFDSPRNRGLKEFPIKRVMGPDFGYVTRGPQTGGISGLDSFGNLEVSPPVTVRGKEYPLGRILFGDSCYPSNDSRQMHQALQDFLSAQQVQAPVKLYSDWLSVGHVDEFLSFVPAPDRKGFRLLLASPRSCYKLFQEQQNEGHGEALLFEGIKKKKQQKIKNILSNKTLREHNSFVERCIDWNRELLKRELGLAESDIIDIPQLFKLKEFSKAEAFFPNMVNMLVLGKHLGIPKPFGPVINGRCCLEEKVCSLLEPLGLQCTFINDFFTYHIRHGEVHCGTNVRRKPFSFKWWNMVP
PAFAH1B3 inh – blocks human PAF acetylhydrolase 1B catalytic subunit 3 | Q15102 | recombinant PAFAH1B3, FP-rhodamine probe, fluorescence polarization | inhibition, % at 3.39 µM | 0.28% of 340,000 active | AID 492972;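 active means inhibition above the screen-wide average of all tested compounds plus 3 SD, cut at about 25% in these data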;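 further: 0% = enzyme with DMSO only and 100% = wells lacking PAFAH1B3 protein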
Target sequence (Q15102 whole entry, looked up): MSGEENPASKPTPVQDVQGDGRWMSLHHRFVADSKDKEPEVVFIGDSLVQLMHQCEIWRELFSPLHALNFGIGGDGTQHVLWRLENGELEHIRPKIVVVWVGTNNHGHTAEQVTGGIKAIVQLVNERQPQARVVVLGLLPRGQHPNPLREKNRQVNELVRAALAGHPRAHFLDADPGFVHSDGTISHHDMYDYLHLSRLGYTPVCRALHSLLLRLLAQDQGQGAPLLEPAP
ZTA DNA inh – counter-screen for EBNA-1 inhibitors: inhibitors of Epstein-Barr virus ZTA. ZTA-DNA binding, fluorescence polarization. inhibition, % at 11 µM. 0.15% of 320,000 active. AID 2234; in the data active means inhibition above about 33%
EBNA-1 inh – blocks EBNA-1 binding to DNA. inhibition, % at 14.8 µM. 0.34% of 300,000 active. AID 1950. EBNA-1 DNA binding, fluorescence polarization; in the data active means inhibition above about 28%
PREPL inhibitor – inhibits the human prolyl oligopeptidase-like enzyme | Q4J6C6 | recombinant PREPL, fluorescence polarization activity-based probe | inhibition, % at 5.96 µM | 0.68% of 320,000 active | AID 2751; in the data active means inhibition above about 43%;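 further: 0% = enzyme with DMSO and 100% = wells lacking enzyme; many of its hits are not listed in these tables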
PAFAH2 FP inh – PAFAH2 (human) inhibition | 0.99% of 340,000 active | recombinant PAFAH2, FP-rhodamine activity probe, fluorescence polarization | Q99487 | inhibition, % at 3.39 µM;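 active means inhibition above the mean over all tested compounds plus 3 SD, cut at about 30% in these data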;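 further: inhibitors block probe labeling of enzyme so polarization drops; 0% = enzyme with DMSO and 100% = wells lacking PAFAH2 protein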
Numbers without * were called inactive; nt = no result given. Some of the compounds tested (hit frequency here may not be typical).

entry	structure	LYPLA1 counter	GSTO1 inh	LYPLA2 inh	PAD4 FP inh	PAFAH1B3 inh	ZTA DNA inh	EBNA-1 inh	PREPL inhibitor	PAFAH2 FP inh
1	Cc1cccc(C)c1Nc1c(-c2ccccc2O)nc2ncccn12	0	8	2	-1	-5	12	-7	17	6
2	COc1cc(Br)c(-c2sc(Nc3ccccc3)n[n+]2-c2ccccc2)cc1OC	1	0	2	1	1	-3	-2	-5	-2
3	CCCCN(CCO)CCCC	-1	nt	-1	-1	3	-8	nt	4	-6
4	CCOC(=O)c1c(CN2CCOCC2)oc2ccc(OC)cc12	1	-3	2	-3	6	-4	-6	1	-10
5	C=COCCn1c(-c2nonc2N)nc2ccccc21	-2	3	-7	-3	-1	-13	-7	6	-6
6	CCCc1cc(=O)[nH]c(SCC(=O)Nc2nc(-c3ccccc3)cs2)n1	-2	-8	2	-5	8	-1	1	-19	6
7	CC(C)CC(=O)Nc1nnc(S(=O)(=O)N2CCCCCC2)s1	-2	-16	3	-4	13	-8	2	-9	7
8	COC(=O)c1cnc(N2CCOCC2)nc1C(F)(F)F	1	6	-6	-4	0	-8	-2	2	-1
9	Nc1c(-c2ccccc2)c(CSc2nc3ccccc3[nH]2)nn1-c1ccc(C(=O)O)cc1	-2	1	-7	-2	4	3	-6	-1	-2
10	CSc1cccc(CN2CCC(Oc3ccc(C(=O)N4CCCCC4)cc3)CC2)c1	4	3	31*	8	4	-1	9	12	1
11	CCOC(=O)c1c(C)[nH]c(C(=O)COC(=O)C2CC(=O)N(Cc3ccccc3)C2)c1C (configuration not stated)	0	-1	-1	-3	3	-11	-4	-11	-6
12	CCOc1ccc2nc(Cl)c(C3CC(c4ccccc4)=NN3C(=O)c3ccco3)cc2c1 (configuration not stated)	-1	-1	4	-1	nt	-8	-5	2	nt
13	CCCNC(=O)c1c[nH]c2ccc(S(=O)(=O)N(C)c3ccc(OCC)cc3)cc2c1=O	-11	-31	-18	-13	nt	3	-14	2	nt
14	CCOC(=O)c1ccc(CS(=O)c2ccc(Cl)cc2)o1 (configuration not stated)	0	-7	-1	-1	-3	-11	3	9	3
15	CCC(C)(C)NC(=O)C(c1ccccc1F)N(C(=O)c1ccn[nH]1)c1ccccc1 (configuration not stated)	-1	-6	-5	3	7	-9	15	24	4
16	COc1ccc(Nc2nc3nonc3nc2N2CCCCC2)cc1	3	6	4	-3	0	6	-4	4	-3
17	CCN(CC)c1ncnnc1-c1ccccc1	-1	3	-2	-1	4	1	-6	1	2
18	O=C1C2CC=CCC2C(=O)N1c1ccc(NCCc2ccccc2F)c([N+](=O)[O-])c1 (configuration not stated)	-4	1	-3	2	7	18	-2	-7	0
19	COc1ccccc1C(OC(=O)c1cccs1)C(=O)NCC1CCCO1 (configuration not stated)	-4	1	-11	3	-10	-12	3	-5	-7
20	Cc1cccc(N(CC(=O)Nc2cccnc2)S(C)(=O)=O)c1	-3	0	-4	1	2	-13	-18	2	-2
21	c1ccc(CCNc2cnccn2)cc1	-4	3	-4	-2	1	-12	-4	3	-1
22	Cc1ccc(S(=O)(=O)Nc2ccccc2F)cc1C(=O)NCCCN1CCCC1=O	2	-9	1	4	11	10	13	0	1
23	Oc1ccc(-c2nnc(-c3ccc(O)cc3)nn2)cc1	1	0	-6	-5	6	5	9	9	4
24	COc1ccc(OC)c(CNc2ccc(F)c(Cl)c2)c1	-3	8	1	1	5	0	6	21	6
25	Nc1ccc(Cl)c(-c2nc3ncccc3o2)c1	5	-7	4	-1	4	-15	0	11	2
26	CCOC(=O)c1nn(-c2ccccc2C)c(=O)cc1OCC(=O)Nc1cccc(OC)c1	-1	9	3	4	6	-9	-7	-2	0
27	O=C(O)c1ccccc1NCc1ccco1	-3	1	-3	4	-4	3	8	-1	-1
28	Cc1cc(C(=O)CCl)c(C)n1CCc1ccccc1	0	79*	-4	-6	nt	4	4	18	nt
29	CCOc1cccc(C(=O)Nc2ccc(N(CC)CC)cc2)c1	-1	6	-2	-4	3	2	-1	-7	9
30	CCCCNC(=O)c1cn(CC)c2ccc(S(=O)(=O)N3CCCC3)cc2c1=O	1	12	-5	-3	0	2	-9	-6	0
31	Cc1cc(C)cc(NC(=O)NCC2CCN(Cc3cc(C)ccc3C)CC2)c1	-1	3	9	-1	6	-9	2	9	6
32	S=C(Nc1cccc(Cl)c1)NC1CCCCC1	-1	4	7	1	1	1	-3	4	-2
33	COC(=O)C(C)n1nc(C)n(-c2ccc(C)cc2)c1=O (configuration not stated)	3	4	3	0	1	5	15	4	2
34	Cc1nc(NC(=O)c2ccco2)sc1C(=O)Nc1ccc(Br)cc1	-9	-4	-6	-3	9	-13	-8	6	4
35	COc1cccc(N(C(=O)CNC(=O)c2ccco2)C(C(=O)NC2CCCCC2)c2ccncc2)c1 (configuration not stated)	1	4	4	1	0	6	-5	-11	26
36	CC(C)Cn1c(SCC#N)nc2ccccc2c1=O	1	-1	1	-2	4	-5	1	10	5
37	CN(C)S(=O)(=O)N1CCC(Oc2cccc(C(=O)NC3CCOC3)c2)CC1 (configuration not stated)	1	-1	5	-4	6	-1	-11	-10	2
38	Cc1ccc(S(=O)(=O)N(CCCN(C)C)Cc2ccc3c(c2)OCO3)cc1	0	10	-1	-1	6	16	11	-64	5
39	CCC(C)[C@H](NC(=O)NCc1ccc(OC)c(OC)c1)C(=O)O (some centres not stated)	0	-4	-4	3	2	-2	-3	17	5
40	O=C(COC(=O)/C=C/c1ccc([N+](=O)[O-])cc1)NCc1ccccc1	-2	-6	0	-3	1	8	6	-2	-1
41	O=C1CC2(CON=C2c2ccc(F)cc2)C(=O)N1c1ccc(F)cc1 (configuration not stated)	1	3	1	-1	5	12	-2	-9	10
42	CCOC(=O)c1cnc(SC)nc1Sc1ccccc1Cl	-6	-2	-3	-1	11	4	2	-7	-5
43	Cc1cc(/C=C2\SC(=O)NC2=O)c(C)n1-c1ccc(N(C)C)cc1	1	6	4	-1	1	-4	4	7	-3
44	O=C(Nc1ccc(N2CCOCC2)cc1N1CCOCC1)c1ccc([N+](=O)[O-])cc1Cl	-1	4	-5	1	13	-11	-1	6	-5
45	CCOc1ccc(CCNC(=O)CSC(=S)N2CCCC2)cc1OCC	1	2	2	-1	4	6	3	5	-5
46	O=C(CC1SCCNC1=O)Nc1cc(Cl)cc(Cl)c1 (configuration not stated)	-3	10	5	-2	-6	1	3	-15	6
47	COc1ccc(NC(=O)CN(C)C(=O)C2CSC3(C)CCC(=O)N23)cc1 (configuration not stated)	2	nt	1	-3	9	-5	nt	3	6
48	COc1ccc(CCn2cnc3c([nH]c4ccccc43)c2=O)cc1	3	0	0	1	3	12	-8	-7	8
49	O=C(NC1CCN(Cc2ccccc2)CC1)c1ccccc1OCc1ccccc1	-3	6	-3	0	4	2	-1	2	-4
50	COc1ccc(/C(C)=N/NC(=O)C2CC2)cc1	3	5	3	-2	1	-13	11	12	0
51	CCOc1cc(CNCCc2ccc(S(N)(=O)=O)cc2)ccc1OCC(=O)NC1CCCCC1	-1	1	3	-4	4	0	3	5	-3
52	OC(COCc1ccc(Cl)cc1)CN1CCN(CC(O)COCc2ccc(Cl)cc2)CC1 (configuration not stated)	0	-10	1	-4	9	23	9	21	7
53	CC(C)Oc1ccc(CNC(=O)c2ccc3nc(N4CCOCC4)sc3c2)cc1	-2	-2	2	3	-6	8	0	12	0
54	COc1cccc(C(=O)NNC(=O)c2cccc(F)c2)c1	-2	7	-1	-2	4	-6	-7	6	2
55	N#Cc1ccc(C23OCCN2CCn2nc4ccccc4c23)cc1 (configuration not stated)	nt	nt	nt	-1	3	nt	nt	24	5
56	Cc1cc(C)c2c(n1)nn1c(N3CCN(c4ccccc4)CC3)cc(C)nc21	-3	-4	-7	2	5	8	6	38	1
57	Nc1cccc(-c2csc(-n3ncc(C(=O)O)c3C(F)(F)F)n2)c1	-1	9	3	1	0	14	3	1	-4
58	O=C1C2C3C=CC(CNS(=O)(=O)c4ccccc4[N+](=O)[O-])(O3)C2C(=O)N1c1ccccc1 (configuration not stated)	-3	-2	-6	-2	3	-15	-8	-7	7
59	COc1cc(S(=O)(=O)NC2CC(C)(C)NC(C)(C)C2)c(OC)cc1Cl	3	8	2	3	5	-14	5	12	-5
60	C[C@H](CO)N1C[C@H](C)[C@@H](CN(C)S(=O)(=O)c2ccc(F)cc2)Oc2ccc(NS(=O)(=O)c3ccccc3)cc2C1=O	nt	nt	nt	-5	9	nt	nt	26	0

Ordered by molar mass (rising): some entries from above.
entry	structure	LYPLA1 counter	GSTO1 inh	LYPLA2 inh	PAD4 FP inh	PAFAH1B3 inh	ZTA DNA inh	EBNA-1 inh	PREPL inhibitor	PAFAH2 FP inh
43	Cc1cc(/C=C2\SC(=O)NC2=O)c(C)n1-c1ccc(N(C)C)cc1	1	6	4	-1	1	-4	4	7	-3
49	O=C(NC1CCN(Cc2ccccc2)CC1)c1ccccc1OCc1ccccc1	-3	6	-3	0	4	2	-1	2	-4
58	O=C1C2C3C=CC(CNS(=O)(=O)c4ccccc4[N+](=O)[O-])(O3)C2C(=O)N1c1ccccc1 (configuration not stated)	-3	-2	-6	-2	3	-15	-8	-7	7

Later entries
entry	structure	LYPLA1 counter	GSTO1 inh	LYPLA2 inh	PAD4 FP inh	PAFAH1B3 inh	ZTA DNA inh	EBNA-1 inh	PREPL inhibitor	PAFAH2 FP inh
61	Cn1c(SCC(=O)OC2CCCCC2)nnc1-c1ccco1	-2	2	1	1	3	-13	0	12	-5
62	COc1ccccc1C(=O)C1CCCN(C(=O)CCn2cnnn2)C1 (configuration not stated)	1	8	6	2	-1	2	2	1	-4
63	O=C(Nc1cccc(Cl)c1)/C(=C\c1cccnc1)NC(=O)c1ccco1	3	1	4	-3	8	-4	-1	-5	2
64	O=C(OCc1ccccc1)Oc1cncc(C(=O)O)c1	1	35*	4	-1	-7	-8	-5	1	0

Quoted from above (12 entries):
entry	structure	LYPLA1 counter	GSTO1 inh	LYPLA2 inh	PAD4 FP inh	PAFAH1B3 inh	ZTA DNA inh	EBNA-1 inh	PREPL inhibitor	PAFAH2 FP inh
50	COc1ccc(/C(C)=N/NC(=O)C2CC2)cc1	3	5	3	-2	1	-13	11	12	0
51	CCOc1cc(CNCCc2ccc(S(N)(=O)=O)cc2)ccc1OCC(=O)NC1CCCCC1	-1	1	3	-4	4	0	3	5	-3
52	OC(COCc1ccc(Cl)cc1)CN1CCN(CC(O)COCc2ccc(Cl)cc2)CC1 (configuration not stated)	0	-10	1	-4	9	23	9	21	7
53	CC(C)Oc1ccc(CNC(=O)c2ccc3nc(N4CCOCC4)sc3c2)cc1	-2	-2	2	3	-6	8	0	12	0
54	COc1cccc(C(=O)NNC(=O)c2cccc(F)c2)c1	-2	7	-1	-2	4	-6	-7	6	2
55	N#Cc1ccc(C23OCCN2CCn2nc4ccccc4c23)cc1 (configuration not stated)	nt	nt	nt	-1	3	nt	nt	24	5
56	Cc1cc(C)c2c(n1)nn1c(N3CCN(c4ccccc4)CC3)cc(C)nc21	-3	-4	-7	2	5	8	6	38	1
57	Nc1cccc(-c2csc(-n3ncc(C(=O)O)c3C(F)(F)F)n2)c1	-1	9	3	1	0	14	3	1	-4
58	O=C1C2C3C=CC(CNS(=O)(=O)c4ccccc4[N+](=O)[O-])(O3)C2C(=O)N1c1ccccc1 (configuration not stated)	-3	-2	-6	-2	3	-15	-8	-7	7
59	COc1cc(S(=O)(=O)NC2CC(C)(C)NC(C)(C)C2)c(OC)cc1Cl	3	8	2	3	5	-14	5	12	-5
60	C[C@H](CO)N1C[C@H](C)[C@@H](CN(C)S(=O)(=O)c2ccc(F)cc2)Oc2ccc(NS(=O)(=O)c3ccccc3)cc2C1=O	nt	nt	nt	-5	9	nt	nt	26	0
61	Cn1c(SCC(=O)OC2CCCCC2)nnc1-c1ccco1	-2	2	1	1	3	-13	0	12	-5
